Screening data deposited in PubChem by Sanford-Burnham Center for Chemical Genomics.
CHOP UPR activ – apoptotic UPR (CHOP) activation. activation, % at 10 µM. CHO-CHOP luciferase reporter, luminescence; percent of tunicamycin response over DMSO baseline. actives 0.34% (n = 330,000);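 active = at 10 µM dose, activation of 40% or more, normalized to positive control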;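 also: 100% = tunicamycin at 10 µg/mL and 0% = DMSO alone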
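Assay system: CHO-CHOP cells, stable luciferase reporter of PERK-eIF2a-CHOP signalling / Buffer or medium: F12 plus 10% serum / Compound dosing: one dose, 10 µM in 0.5% DMSO / Times: 6 h compound treatment, 37 °C / Technique: luciferase luminescence / Read-out: % reporter activation, DMSO baseline versus tunicamycin full activation / Benchmarks: tunicamycin and DMSO controls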
APJ antag – antagonists of human APJ apelin receptor. inhibition, % at 20 µM. CHO-K1 APJ beta-arrestin complementation, luminescence. actives 0.32% (n = 330,000). P35414;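 active = inhibition above about 40% at 20 µM, limit read from the data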;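 also: cells challenged with 10 nM apelin-13 agonist together with compound; plate controls were apelin-13 plus DMSO wells for no effect and DMSO wells lacking apelin-13 for full effect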
Target sequence (P35414 whole entry, looked up): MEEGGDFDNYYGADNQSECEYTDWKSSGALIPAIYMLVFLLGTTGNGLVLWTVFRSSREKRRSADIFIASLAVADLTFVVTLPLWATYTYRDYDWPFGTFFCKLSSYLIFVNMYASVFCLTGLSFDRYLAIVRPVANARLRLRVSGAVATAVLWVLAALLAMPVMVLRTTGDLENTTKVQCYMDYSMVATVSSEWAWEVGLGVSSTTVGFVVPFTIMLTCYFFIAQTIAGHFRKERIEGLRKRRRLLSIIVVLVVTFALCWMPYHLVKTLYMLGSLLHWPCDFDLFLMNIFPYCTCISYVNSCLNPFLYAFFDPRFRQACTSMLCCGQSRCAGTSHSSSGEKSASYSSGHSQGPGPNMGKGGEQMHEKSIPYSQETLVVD
tim23-1 inh – tim23-1 yeast growth inhibition. S. cerevisiae tim23-1 growth, BacTiter-Glo luminescence, 24 h. inhibition, % at 20 µM. actives 1.3% (n = 330,000). AID 463212;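 active = growth inhibition of the mutant yeast at or above 50%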;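 also: temperature-sensitive mutant grown at 25 °C; plate controls were DMSO-treated mutant yeast for no effect and medium wells lacking yeast for full effect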
Mdm2-MdmX inh – inhibitors of human Mdm2/MdmX interaction; O15151+Q00987; SaOS-2 split-luciferase Mdm2/MdmX complementation, luminescence; inhibition, % at 8 µM; actives 3% (n = 330,000); AID 485346;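 active = inhibition of at least 50% at 8 µM in the primary screen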
697 NFkB inh – inhibitors of the PMA/ionomycin-induced NF-kB reporter in 697 B cells; AID 435022; 697 B-cell NF-kB luciferase reporter, 16 h; inhibition, % at 4 µM; actives 0.33% (n = 330,000); in the data active = inhibition above about 35%
Jurkat NFkB inh – lowers PMA/ionomycin-induced NF-kB signal in Jurkat cells; actives 0.53% (n = 330,000); inhibition, % at 4 µM; PMA/ionomycin-induced NF-kB luciferase reporter, luminescence; in the data active = inhibition above about 50%
UPR XBP1 act – adaptive UPR (XBP1) activation | CHO-XBP1 luciferase reporter, IRE1-XBP1 UPR activation, luminescence; percent of tunicamycin response, DMSO as zero | activation, % at 20 µM | actives 0.33% (n = 330,000);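 active = versus positive control, 20 µM dose yields 30% or more activation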;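 also: 100% = tunicamycin at 10 µg/mL and 0% = DMSO only wells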
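Assay system: CHO-XBP1 luciferase reporter cells; Schedule: 6 h treatment, 37 °C; Detection: glow luminescence from Steady-Glo reagent; Benchmarks: high control tunicamycin 10 µg/mL final, low control DMSO vehicle only.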
APJ agonist – APJ receptor agonism; CHO-K1 APJ PathHunter beta-arrestin, luminescence; 0% DMSO wells, 100% apelin; activation, % at 20 µM; actives 0.11% (n = 330,000);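 active = activation more than six SD over the plate average, tested at 20 µM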;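 also: 0% = DMSO alone and 100% = apelin-13 at 10 nM; some results filed as inactive read as strong as hits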
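Assay system: engineered CHO-K1 APJ arrestin reporter cells; Amount: 1000 CHO-K1 reporter cells seeded per well; Dosing: one dose, 20 µM compound, 1% DMSO; Times: compound stimulation 90 min at 25 °C, detection 60 min; Measured by: luminescent beta-gal fragment complementation, chemiluminescent substrate; Read-out: APJ–arrestin association signal; Controls: DMSO vs Apelin-13 10 nM.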
* marks the source's active call; other numbers are inactive results; / = not tested or not shown. No enrichment for hits. About 5% of those tested had a hit in this group.

1. C=CCN(CC=C)C(=O)Cn1cnc([N+](=O)[O-])n1
2. CN(C)Cc1c(C(=O)N/N=C/c2cccc(OCc3ccccc3)c2)nnn1-c1nonc1N
3. CCCOC(=O)CCCN1C(=O)/C(=C2\SC(=S)N(CCCC(=O)OCCC)C2=O)SC1=S
4. CC(C)c1ccc(NC(=O)CCNC(=O)Cn2ccc3ccccc3c2=O)cc1
5. CC1CCOC2(O1)C(=O)N(CN1CCN(c3cccc(Cl)c3)CC1)c1ccccc12 (stereo not given)
6. COCc1cc(=O)[nH]c2cc(NC(=O)C3CC3)c(C)cc12

screen / no.,1,2,3,4,5,6
UPR XBP1 act,-2,-4,-3,-5,5,1
tim23-1 inh,9,3,26,1,-4,4
Mdm2-MdmX inh,15,-15,-43,-1,20,-8
APJ agonist,1,2,1,0,-5,1
Jurkat NFkB inh,6,18,6,2,3,8
697 NFkB inh,3,-16,-34,-6,29,25
APJ antag,-15,9,-26,3,-9,-6
CHOP UPR activ,0.0,-0.7,4.0,0.7,0.8,1.2

7. Cc1ccc(NC(=O)C2(c3cccs3)CCOCC2)cc1C
8. Cc1cc(C)c(C(N)=O)c(Nc2ccc3c(c2)OCCO3)n1
9. C=CCNC(=O)c1cc(Cl)ccc1Cl
10. COC(=O)c1ccc(CN(C)S(=O)(=O)c2ccc(C)cc2)o1
11. Cc1[nH]nc2c1C(=O)CCC2
12. COc1cc(OC)cc(C(=O)NCC(=O)OCC(=O)NC2CCCc3ccccc32)c1 (stereo not given)

screen / no.,7,8,9,10,11,12
UPR XBP1 act,-3,-1,1,-2,-1,-2
tim23-1 inh,13,13,11,0,7,6
Mdm2-MdmX inh,14,2,-14,13,13,16
APJ agonist,-1,-2,2,-5,-5,-1
Jurkat NFkB inh,13,2,-16,8,-5,2
697 NFkB inh,-1,23,5,14,17,8
APJ antag,8,3,17,15,-3,5
CHOP UPR activ,5.1,-1.7,0.6,-0.6,-0.3,0.6

13. COc1cccc(CNC(=O)Cc2ccc(-n3c(=O)[nH]c4ccccc4c3=O)cc2)c1
14. COc1ccc(-c2oc3ccccc3c(=O)c2OC(=O)c2ccc(C)cc2)cc1
15. COc1ccccc1C(=O)Nc1ccc(C2=NNC(=O)CC2C)cc1 (stereo not given)
16. Cc1cc(C)c(C(=O)NC2CC(C)(C)Cc3c2cnn3-c2cccc(F)c2)[nH]1 (stereo not given)
17. O=C(/C=C/c1ccc(-c2ccccc2[N+](=O)[O-])o1)c1ccco1
18. CCCCc1cc(=O)oc2c(CN(CC)CC)c(O)c(Cl)cc12

screen / no.,13,14,15,16,17,18
UPR XBP1 act,-1,3,3,1,-1,-1
tim23-1 inh,4,-9,13,35,36,-8
Mdm2-MdmX inh,28,79*,8,40,9,23
APJ agonist,1,-6,-1,-2,3,-3
Jurkat NFkB inh,25,-39,-10,-14,-9,3
697 NFkB inh,-2,-9,-30,3,-26,24
APJ antag,4,4,2,-10,-8,18
CHOP UPR activ,0.5,-2.2,2.2,0.6,2.6,-1.5

19. COc1ccc(C(CC(=O)c2ccccc2)S(=O)(=O)c2ccccc2)cc1 (stereo not given)
20. CC1CCCC(C)N1CCCNC(=O)c1cc2c(=O)n(C)c3ccccc3c2n1C (stereo not given)
21. CCOC(=O)Nc1oc2ccccc2c(=O)c1C
22. Cc1cc(NC(=O)CSc2nc(=O)cc(N)n2-c2ccc(Cl)cc2)no1
23. COCCNC(=O)Cn1cc(C(=S)N2CCCCC2)c2ccccc21
24. CCOC(=O)NC1(C(F)(F)F)C(=O)NC(C)=C1C(=O)OC (stereo not given)

screen / no.,19,20,21,22,23,24
UPR XBP1 act,-1,3,2,-1,-4,0
tim23-1 inh,4,12,-12,5,14,-1
Mdm2-MdmX inh,-50,24,16,-11,10,-6
APJ agonist,-2,-4,-6,0,-3,2
Jurkat NFkB inh,-71,-49,5,-4,-8,21
697 NFkB inh,-19,-11,4,24,4,-4
APJ antag,10,16,4,11,5,-2
CHOP UPR activ,5.3,-1.4,1.3,-1.0,0.0,-0.5

25. COc1ccccc1CNS(=O)(=O)c1ccc2c(c1)N(C(C)=O)CCO2
26. CCn1cc(-c2ccnc3cc(C(=O)O)nn23)c(C)n1
27. CC[C@]12c3[nH]c4ccc(OC)cc4c3CCN1C(=O)C(CC(=O)NCCc1ccccn1)C[C@@H]2C(=O)N1CCN(C(=O)c2ccco2)CC1 (stereo not given in full)
28. O=C(Nc1cccnc1)c1ccc(N2CCCC2)c([N+](=O)[O-])c1
29. CC(C)(C)c1ccc(OCCC(=O)NNC(=O)c2ccccc2)cc1
30. Cc1nc2ccc(NC(=O)NC(=O)c3c(Cl)cccc3Cl)cc2o1

screen / no.,25,26,27,28,29,30
UPR XBP1 act,-3,-1,0,8,1,6
tim23-1 inh,6,-2,13,6,5,-3
Mdm2-MdmX inh,11,15,8,0,27,11
APJ agonist,-1,-1,/,-3,15,-2
Jurkat NFkB inh,4,-3,/,-19,-4,4
697 NFkB inh,-21,13,-10,20,3,-20
APJ antag,-10,5,/,15,13,8
CHOP UPR activ,1.6,2.9,4.1,5.3,2.2,2.7

A draw from above in order of number of heavy atoms, smallest number first:
26. CCn1cc(-c2ccnc3cc(C(=O)O)nn23)c(C)n1
30. Cc1nc2ccc(NC(=O)NC(=O)c3c(Cl)cccc3Cl)cc2o1
29. CC(C)(C)c1ccc(OCCC(=O)NNC(=O)c2ccccc2)cc1

screen / no.,26,30,29
UPR XBP1 act,-1,6,1
tim23-1 inh,-2,-3,5
Mdm2-MdmX inh,15,11,27
APJ agonist,-1,-2,15
Jurkat NFkB inh,-3,4,-4
697 NFkB inh,13,-20,3
APJ antag,5,8,13
CHOP UPR activ,2.9,2.7,2.2

The listing continues.
31. Cc1ccc(S(=O)(=O)N(C)CC(=O)N2CCN(c3ccccn3)CC2)cc1
32. Cc1cccc(-n2c(SCC(=O)N3CCC(C(=O)O)CC3)nc3ccccc3c2=O)c1C
33. CCCOc1ccc(C(=O)CCC(=O)OCC(=O)N2CC(=O)Nc3ccccc32)cc1
34. COc1ccc(CCNC(=O)CCc2cc(OC)c(OC)c(OC)c2)cc1OC
35. CC1(C)NC(=O)N(CCOCCOc2cccc(Oc3ccccc3)c2)C1=O
36. CN(C)S(=O)(=O)c1cccc(C(=O)Nc2cccnc2)c1

screen / no.,31,32,33,34,35,36
UPR XBP1 act,3,-5,-1,-6,-2,-4
tim23-1 inh,16,5,3,4,20,-3
Mdm2-MdmX inh,-22,-12,-21,-7,-17,23
APJ agonist,-1,-3,7,-4,-4,-3
Jurkat NFkB inh,-1,-17,3,9,-12,7
697 NFkB inh,7,24,-8,4,13,12
APJ antag,9,10,7,18,18,1
CHOP UPR activ,0.9,1.3,-0.4,1.8,-1.4,-0.9

Ordered by the number under Jurkat NFkB inh (descending): 4 from the list above
entry | Structure | UPR XBP1 act | Mdm2-MdmX inh | Jurkat NFkB inh | 697 NFkB inh | APJ antag
24 | CCOC(=O)NC1(C(F)(F)F)C(=O)NC(C)=C1C(=O)OC (stereo not given) | 0 | -6 | 21 | -4 | -2
3 | CCCOC(=O)CCCN1C(=O)/C(=C2\SC(=S)N(CCCC(=O)OCCC)C2=O)SC1=S | -3 | -43 | 6 | -34 | -26
5 | CC1CCOC2(O1)C(=O)N(CN1CCN(c3cccc(Cl)c3)CC1)c1ccccc12 (stereo not given) | 5 | 20 | 3 | 29 | -9
16 | Cc1cc(C)c(C(=O)NC2CC(C)(C)Cc3c2cnn3-c2cccc(F)c2)[nH]1 (stereo not given) | 1 | 40 | -14 | 3 | -10

More records
37. N#CC1=C(N)N(c2ccc(Br)cc2)C2=C(C(=O)CCC2)C1c1cccnc1 (stereo not given)
38. c1ccc(-c2nnc(SCc3nc4ccccc4[nH]3)n2Cc2ccco2)nc1
39. Cc1cc2oc3cc(NCCC4CCCN4C)ccc3c(=O)c2cc1C (stereo not given)
40. COc1cc(NC(=O)c2csc(N)n2)cc(C(=O)Nc2cccc(C(F)(F)F)c2)c1
41. CCN1CCN(CC(=O)Nc2cccc(C)c2C)C(=O)C1=O
42. Cc1ccsc1C(=O)N1CC=C(c2ccccc2)CC1

screen / no.,37,38,39,40,41,42
UPR XBP1 act,-2,1,5,1,-1,7
tim23-1 inh,10,28,17,23,1,22
Mdm2-MdmX inh,9,-7,82*,59*,34,-2
APJ agonist,0,-1,9,8,-3,-4
Jurkat NFkB inh,0,4,-116,64*,-1,-12
697 NFkB inh,-5,7,-70,-33,9,-11
APJ antag,-1,22,30,-20,13,1
CHOP UPR activ,0.7,-1.0,2.5,3.7,0.4,0.4

43. O=C1c2ccccc2NC(c2ccc(-c3cccc(Cl)c3)o2)N1O (stereo not given)
44. COCCCN1C(=O)/C(=C\c2ccc3c(c2)OCO3)C(C(=O)OC)=C1C
45. Cc1occc1C(=O)N/N=C/C1=C(N2CCOCC2)C(=C\c2ccc(Cl)cc2)/CC1
46. COc1cc(NC(=O)CN(C)S(=O)(=O)c2ccc3nc(C)sc3c2)cc(OC)c1
47. CCOc1ccc(NS(=O)(=O)c2ccc(C(=O)NCc3ccncc3)cc2)cc1
48. CC(C(=O)Nc1nc2ccccc2s1)n1cc([N+](=O)[O-])cn1 (stereo not given)
49. Cc1cc(C(=O)Nc2cccc3cccnc23)ccc1[N+](=O)[O-]

screen / no.,43,44,45,46,47,48,49
UPR XBP1 act,3,-2,-1,1,-5,-3,3
tim23-1 inh,49,41,-5,26,-8,18,4
Mdm2-MdmX inh,21,19,6,-6,-1,0,-57
APJ agonist,-2,-2,-4,-2,0,0,-1
Jurkat NFkB inh,-137,-6,-3,-8,24,-3,-43
697 NFkB inh,-155,13,-26,-9,12,11,-15
APJ antag,24,13,4,-5,-5,15,10
CHOP UPR activ,6.6,-2.8,-1.1,-0.3,0.2,0.0,6.5
